TRHR enhancer: TRH receptor (human) allosteric enhancement | AID 493056 | TRHR cells, fluo-8 calcium fluorescence, EC20 TRH enhancement | enhancement, % at 2 µM | 0.66% of 360,000 active | P34981; in the data active = enhancement above about 30%; also: 0% is about no effect
Target sequence (P34981 whole entry, looked up): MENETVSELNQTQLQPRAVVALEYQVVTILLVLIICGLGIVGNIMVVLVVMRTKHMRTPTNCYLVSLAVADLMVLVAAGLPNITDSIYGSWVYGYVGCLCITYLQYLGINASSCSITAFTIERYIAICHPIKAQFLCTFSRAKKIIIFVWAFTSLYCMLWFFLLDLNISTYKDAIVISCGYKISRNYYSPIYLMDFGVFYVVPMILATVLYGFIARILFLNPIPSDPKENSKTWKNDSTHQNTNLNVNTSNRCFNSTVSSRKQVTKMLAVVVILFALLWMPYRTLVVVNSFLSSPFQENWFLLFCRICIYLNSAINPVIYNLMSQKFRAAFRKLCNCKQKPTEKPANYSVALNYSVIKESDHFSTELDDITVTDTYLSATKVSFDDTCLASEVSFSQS
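Enhancer read-out: after compound pinning and an initial kinetic agonist-mode read, an EC20 of TRH (10 nM final) was injected and fluo-8 calcium signal (Ex 480/Em 530) followed at 1 s/cycle for 100 cycles in TRHR-expressing cells.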
Pin1 inhibitor: inhibitors of human Pin1; AID 504891; 0.009% of 390,000 active; Potency, µM (top dose mostly 115 µM), inactives show at the top dose activity, negative = inhibition, usual class: inhibitors; Pin1 FP peptide displacement, HiFluor488, 10 min; active = well fitted inhibition curve with a large enough effect in the polarisation, with a control signal flat, not every such curve was filed as active; inconclusive = small, poorly fitted or top-dose-only effect, or effect the other way, or a change in a side signal; inactive = no such curve, though single readings can be large or run the other way; the % refers to the polarisation; also: potency is read from the fitted curve at half-maximal effect; % is scaled to controls: 0 for no effect and ±100 for the full control effect
Target sequence (Q13526 whole entry, looked up): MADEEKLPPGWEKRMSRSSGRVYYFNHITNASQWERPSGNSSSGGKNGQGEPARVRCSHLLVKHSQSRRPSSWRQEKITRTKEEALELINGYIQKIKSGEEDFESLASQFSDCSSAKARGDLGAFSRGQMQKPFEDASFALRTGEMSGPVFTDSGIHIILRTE
D2 ag: agonists of human D2 dopamine receptor | P14416 | HEK293 T-REx D2 cells, calcium flux agonist mode | activation, % at 2 µM | 0.53% of 340,000 active | AID 485358;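 active = activation over 3 SD above normal in the single-dose calcium agonist read, cut at about 30% in these data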; also: 0% is about no effect
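HEK293 Trex D2 cells, tetracycline-induced, o/n 30 C 5% CO2; no-wash Ca dye, RT 30–90 min; 10-cycle baseline, 23 nl cpd added, kinetic Ca read 180 s; agonist hits = positive Ca response.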
TRHR agonist: TRH receptor (human) agonism | P34981 | TRHR cells, calcium flux fluo-8, FDSS agonist mode | activation, % at 2 µM | 0.18% of 360,000 active; in the data active = activation above about 30%; also: 0% is about no effect
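TRHR-expressing cells, plated overnight in medium with 10% serum, were loaded with fluo-8 calcium dye at room temperature. After a 10 s baseline, library compound was pin-added and calcium release was recorded kinetically (ex 480/em 530) as agonist response.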
TrxR1 inh: inhibitors of rat thioredoxin reductase 1 | recombinant rTrxR1, NADPH fluorescence consumption, selenite substrate | Potency, µM (titrated, usually from 114 µM), for inactives: top-dose activity change, negative = inhibition, actives largely listed as inhibitors | 1% of 390,000 active; also: potency is read from the fitted curve at half-maximal effect; % is scaled to controls: 0 for no effect and ±100 for the full control effect; nearly all actives have a fitted effect of over 65% in size
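Rat TrxR1 (90 nM in the dispensed reagent) was pre-reduced with 400 uM NADPH for 5 min at room temperature, then incubated with compound for 15 min. After 400 uM selenite was added, NADPH fluorescence (Ex 340/Em 450 nm) was followed for 8 min.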
USP1-UAF1 inh: USP1/UAF1 (human) deubiquitinase inhibition | AID 743255 | recombinant USP1/UAF1, Ub-Rhodamine cleavage fluorescence | Potency, µM (top dose mostly 57.1 µM), without a hit: top-dose activity change, negative = inhibition, usual class: inhibitors | 0.23% of 390,000 active; also: potency is read from the fitted curve at half-maximal effect; % is scaled to controls: 0 for no effect and ±100 for the full control effect; nearly all actives have a fitted effect of over 60% in size; inactives centre near -12
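USP1/UAF1 complex (1 nM) preincubated 15 min at room temperature with compound, then Ub-Rho substrate (150 nM final) added. Kinetic fluorescence at 480/540 nm over 6 reads at 60 s intervals; 50 mM HEPES pH 7.8, 0.5 mM EDTA, 0.1 mg/ml BSA, 1 mM TCEP, 0.01% Tween-20.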
TrxR1 substrate: rat thioredoxin reductase 1 substrate activity. O89049. purified TrxR1 substrate turnover, NADPH consumption readout. 0.01% of 390,000 active. Potency, µM (top dose mostly 114 µM), without a hit: at the highest dose activity change, negative = substrate turnover; also: potency is read from the fitted curve at half-maximal effect; % is scaled to controls: 0 for no effect and ±100 for the full control effect; nearly all actives have a fitted effect of over 50% in size
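Rat TrxR1, dispensed at 90 nM, was prereduced with 400 uM NADPH (final) for 5 min at ~22 deg C, then incubated with compound 15 min before 400 uM selenite. A first-read NADPH fluorescence drop versus no-compound background flagged substrates.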
mIDH1 inhibitor: inhibitors of human mutant IDH1 R132H; AID 602179; Potency, µM (doses to about 76.6 µM), for inactives: top-dose activity change, negative = inhibition, actives largely listed as inhibitors; IDH1-R132H enzyme, NADPH consumption, diaphorase/resazurin fluorescence; O75874; 0.093% of 390,000 active; also: potency is read from the fitted curve at half-maximal effect; % is scaled to controls: 0 for no effect and ±100 for the full control effect; nearly all actives have a fitted effect of over 65% in size
Target sequence (O75874 whole entry R132H, stated change not applied): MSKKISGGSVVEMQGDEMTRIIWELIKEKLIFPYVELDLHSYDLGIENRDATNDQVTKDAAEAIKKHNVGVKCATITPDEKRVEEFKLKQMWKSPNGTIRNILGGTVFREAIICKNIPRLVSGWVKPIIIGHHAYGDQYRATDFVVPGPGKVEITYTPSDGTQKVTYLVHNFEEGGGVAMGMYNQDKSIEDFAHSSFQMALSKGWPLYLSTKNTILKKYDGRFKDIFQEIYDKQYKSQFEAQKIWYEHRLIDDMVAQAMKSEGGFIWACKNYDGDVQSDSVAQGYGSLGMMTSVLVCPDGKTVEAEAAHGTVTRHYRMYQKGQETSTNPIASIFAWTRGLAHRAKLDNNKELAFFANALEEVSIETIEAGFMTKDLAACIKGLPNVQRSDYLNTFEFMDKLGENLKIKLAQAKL
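IDH1-R132H (0.5 ug/mL dispensed) in pH 7.5 Tris buffer was preincubated 30 min with compound, then given a substrate mix of 0.016 mM NADPH and 2 mM alpha-KG for 80 min at room temperature; remaining NADPH was read by diaphorase/resazurin fluorescence.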
D2 antag: antagonizes the human D2 dopamine receptor. 2% of 340,000 active. P14416. inhibition, % at 10 µM. HEK293 TREx D2 cells, calcium flux, dopamine EC80. AID 485344; in the data active = inhibition above about 30%; also: 0% is about no effect
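HEK293 T-REx D2 cells, tet-induced, calcium dye no-wash. Cpd pintool add, 180 s kinetic, then EC80 DA, 180 s kinetic. Ca flux read.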
An asterisk follows results filed as active; [ ] = another dose, or the depositor's remark. Unless noted, calls follow the shape of the dose curve; as a rule, active = well fitted inhibition curve with a large enough effect; inconclusive = small, poorly fitted or top-dose-only effect; inactive = no such curve, though single readings can be large or run the other way. The list is partial, so the mix of outcomes need not match the whole.

Cn1ccnc1SCCNC(=O)C1CCC(=O)N(Cc2ccc(Cl)cc2)C1 (configuration not stated) was read as TRHR enhancer -0.9, Pin1 inhibitor -7.5%, D2 ag 2.6, TRHR agonist 0.2, TrxR1 inh 5.8%, USP1-UAF1 inh -11.5%, TrxR1 substrate -2.6%, mIDH1 inhibitor -7.4% and D2 antag -9.9.
For CCOC(=O)c1cc2c(nc1N)CC(C)(CC)OC2 (configuration not stated) the results were TRHR enhancer 3.6, Pin1 inhibitor -0.2%, D2 ag -1.0, TRHR agonist -0.6, TrxR1 inh inconclusive, USP1-UAF1 inh 4.0%, TrxR1 substrate 177.3%[activator][57.1 µM], mIDH1 inhibitor -2.4% and D2 antag -14.9.
`COC(=O)[C@]1(Cc2ccccc2)N[C@H](CN(C)C(=O)Nc2ccc(F)cc2)[C@@H]2C(=O)N(C)C(=O)[C@@H]21` gave Pin1 inhibitor -8.2%, TrxR1 inh 11.5%, USP1-UAF1 inh -18.5%, TrxR1 substrate 3.7% and mIDH1 inhibitor -9.7%.
Screening O=C(O)c1cccc(NC(=S)N/N=C/c2ccccc2OCc2cccc(Br)c2)c1 returned TRHR enhancer 1.8, TRHR agonist 0.5, TrxR1 inh -17.9%, USP1-UAF1 inh inconclusive, TrxR1 substrate -8.7% and mIDH1 inhibitor -8.1%.
Screening O=C(NCC1CCCO1)C(C(=O)c1ccccc1)n1ccccc1=O (configuration not stated) returned TRHR enhancer 12.3, Pin1 inhibitor -8.0%, D2 ag 0.0, TRHR agonist -0.7, TrxR1 inh -3.6%, USP1-UAF1 inh -16.4%, TrxR1 substrate -9.5%, mIDH1 inhibitor 3.8% and D2 antag 0.2.
For CCCc1cc(N2CCN(c3ccccc3)CC2)n2cnnc2n1 the results were TRHR enhancer -2.9, Pin1 inhibitor 0.8%, D2 ag 7.4, TRHR agonist -1.9, TrxR1 inh 2.3%, USP1-UAF1 inh 5.6%, TrxR1 substrate 2.1% and mIDH1 inhibitor 0.0%.
CCc1ccc(CN2CCc3nc(Nc4ccccc4)ncc3C2)cc1 was read as TRHR enhancer -0.6, Pin1 inhibitor 5.0%, D2 ag 1.8, TRHR agonist 0.3, TrxR1 inh 10.9%[57.1 µM], USP1-UAF1 inh -11.0%, TrxR1 substrate 3.6%[57.1 µM] and mIDH1 inhibitor -4.4%.
Screening CCSc1nnc(NC(=O)c2ccc(C)o2)s1 returned TRHR enhancer -0.8, Pin1 inhibitor 0.8%, D2 ag 1.1, TRHR agonist 0.4, TrxR1 inh 1.1%, USP1-UAF1 inh -16.0%, TrxR1 substrate -2.2%, mIDH1 inhibitor 6.8% and D2 antag 28.3.
C/C(CC(=O)Nc1ccc(N(C)C)cc1)=N\NC(=O)c1ccc([N+](=O)[O-])cc1 was read as TRHR enhancer -3.4, Pin1 inhibitor -13.3%, D2 ag -0.4, TRHR agonist -1.6, TrxR1 inh -16.9%, USP1-UAF1 inh -26.6%, TrxR1 substrate -0.5%, mIDH1 inhibitor 10.4% and D2 antag 5.3.
CCOC(=O)c1sc(NC(=O)C(C)Oc2ccc(OC)cc2)c(C(=O)OCC)c1C (configuration not stated) was read as TRHR enhancer 6.7, Pin1 inhibitor -2.1%, D2 ag 1.3, TRHR agonist 0.9, TrxR1 inh 5.0%, USP1-UAF1 inh -20.1%, TrxR1 substrate 0.2% and mIDH1 inhibitor 5.0%.
Nc1ncc(S(=O)(=O)NCc2ccc(Cl)cc2)cn1 was read as TRHR enhancer -1.0, Pin1 inhibitor 1.7%, D2 ag 0.6, TRHR agonist -0.1, TrxR1 inh 10.2%[57.1 µM], USP1-UAF1 inh -13.3%, TrxR1 substrate 1.5%[57.1 µM] and mIDH1 inhibitor 4.9%.
COc1ccc(OC)c(NC(=O)CSc2nc(=O)n(Cc3ccccn3)c3c2CCC3)c1 was read as TRHR enhancer 3.3, Pin1 inhibitor -1.3%, D2 ag 0.5, TRHR agonist 0.0, TrxR1 inh 6.9%, USP1-UAF1 inh -14.7%, TrxR1 substrate -3.9%, mIDH1 inhibitor 1.4% and D2 antag 7.7.
Screening C/C(=N\NC(=S)NCc1ccccc1)c1ccc(C)o1 returned TRHR enhancer 3.8, Pin1 inhibitor -8.5%, D2 ag -0.1, TRHR agonist -1.0, TrxR1 inh -16.3%, USP1-UAF1 inh -7.2%, TrxR1 substrate -6.1%, mIDH1 inhibitor 0.0% and D2 antag -14.6.
For CCn1cc(C(=O)N2CCN(c3cccc(Cl)c3)CC2)c(=O)c2cc(S(=O)(=O)N3CCC(C)CC3)ccc21 the results were TRHR enhancer 7.7, Pin1 inhibitor -3.8%, D2 ag -0.1, TRHR agonist -0.5, TrxR1 inh 15.5%, USP1-UAF1 inh inconclusive, TrxR1 substrate 1.2% and mIDH1 inhibitor 1.3%.
`COC(=O)c1c(C)sc(-c2c(-c3ccc(OC)c(F)c3)[nH]c3c2c(=O)n(C)c(=O)n3C)c1O` gave TRHR enhancer 22.7, Pin1 inhibitor 16.7%, D2 ag -1.9, TRHR agonist 3.9, TrxR1 inh 2.3%, USP1-UAF1 inh 3.6% and TrxR1 substrate 0.9%.
For Fc1cnc(N2CCc3ccccc32)nc1N1CCc2ccccc21 the results were TRHR enhancer 4.8, Pin1 inhibitor -1.8%, D2 ag 0.2, TRHR agonist -0.6, TrxR1 inh 39.2%[activator], USP1-UAF1 inh -12.7%, TrxR1 substrate 28.8%, mIDH1 inhibitor 2.7% and D2 antag 3.0.
`COc1ccc(-c2nnc(SCC(=O)N(C)C3CCS(=O)(=O)C3)n2C(C)C)cc1` (configuration not stated) gave Pin1 inhibitor -0.9%, TrxR1 inh 2.1%, USP1-UAF1 inh -10.1%, TrxR1 substrate -3.6% and mIDH1 inhibitor 4.2%.
COc1ccc(C(=O)Nc2sc(C)c(C)c2CN2CC(C)OC(C)C2)cc1 (configuration not stated) was read as TRHR enhancer 0.9, Pin1 inhibitor -3.7%, D2 ag 0.0, TRHR agonist 0.1, TrxR1 inh -0.8%[57.1 µM], USP1-UAF1 inh -4.9%, TrxR1 substrate 6.5%[57.1 µM], mIDH1 inhibitor 1.5% and D2 antag -8.5.
COc1cccc(-c2nc(SCC(=O)NCc3ccco3)c3c(=O)n(C)c(=O)n(C)c3n2)c1 was read as TRHR enhancer 6.9, Pin1 inhibitor 0.8%, TRHR agonist 0.7, TrxR1 inh 18.1%[57.1 µM], USP1-UAF1 inh 10.0% and TrxR1 substrate -4.2%[57.1 µM].
For CC(=O)N1CCc2cc(S(=O)(=O)NCc3ccc(C)cc3)ccc21 the results were TRHR enhancer -3.9, Pin1 inhibitor -8.0%, D2 ag 0.1, TRHR agonist 0.1, TrxR1 inh 21.1%, USP1-UAF1 inh -27.7%, TrxR1 substrate 7.5%, mIDH1 inhibitor -5.7% and D2 antag 0.8.
Cc1cc(C)c(S(N)(=O)=O)c(C)c1N(C)S(=O)(=O)c1ccccc1 was read as TRHR enhancer -6.2, Pin1 inhibitor 0.1%, D2 ag 0.2, TRHR agonist -0.5, TrxR1 inh 17.7%, USP1-UAF1 inh -20.2%, TrxR1 substrate 5.5%, mIDH1 inhibitor 9.4% and D2 antag -1.6.
`Cc1cc(=O)n2nc(N3CCC(C(=O)N4CCN(C)CC4)CC3)sc2n1` gave TRHR enhancer 1.9, Pin1 inhibitor -3.2%, D2 ag 0.4, TRHR agonist 0.4, TrxR1 inh 13.0%, USP1-UAF1 inh -1.7%, TrxR1 substrate 3.3%, mIDH1 inhibitor 0.1% and D2 antag -20.3.
`CCc1cccc(C)c1NC(=O)c1cc(S(=O)(=O)N(C)Cc2ccccc2)ccc1F` gave TRHR enhancer -3.7, Pin1 inhibitor 1.9%, D2 ag 1.3, TRHR agonist 0.8, TrxR1 inh 23.3%[57.1 µM], USP1-UAF1 inh -21.8%, TrxR1 substrate 1.7%[57.1 µM] and mIDH1 inhibitor 15.3%.
COCCCNC(=S)N/N=C/c1ccc(OC)cc1 was read as TRHR enhancer 21.4, Pin1 inhibitor 8.8%, D2 ag 0.3, TRHR agonist -0.6, TrxR1 inh -2.7%[57.1 µM], USP1-UAF1 inh -11.6%, TrxR1 substrate -9.3%[57.1 µM], mIDH1 inhibitor 10.6% and D2 antag -0.2.
Screening CC(C)c1nnc(NC(=O)CCC(=O)NCc2ccccc2Cl)s1 returned TRHR enhancer 0.8, Pin1 inhibitor 19.3%, D2 ag -0.1, TRHR agonist 0.2, TrxR1 inh 9.2%, USP1-UAF1 inh -14.6%, TrxR1 substrate 4.6%, mIDH1 inhibitor -4.8% and D2 antag -6.6.
`CCn1nc(C)c(NC(=O)/C=C/c2cnn(C)c2)c1C` gave TRHR enhancer 2.8, Pin1 inhibitor 2.8%, D2 ag -0.2, TRHR agonist -0.1, TrxR1 inh 12.5%, USP1-UAF1 inh -9.5%, TrxR1 substrate -1.0%, mIDH1 inhibitor -0.6% and D2 antag 0.6.
`O=C(Nc1ccccc1)Nc1nc(-c2ccc(F)c(F)c2)cs1` gave TRHR enhancer 2.7, Pin1 inhibitor 1.2%, D2 ag 1.3, TRHR agonist 1.9, TrxR1 inh 5.4%[57.1 µM], USP1-UAF1 inh -21.2%, TrxR1 substrate 8.3%[57.1 µM], mIDH1 inhibitor -1.1% and D2 antag 1.4.
For CC(=O)C1C(c2ccc(F)cc2)NC(=O)NC1(O)C(F)(F)F (configuration not stated) the results were TRHR enhancer 5.1, Pin1 inhibitor 6.1%, D2 ag -0.9, TRHR agonist 2.8, TrxR1 inh -6.9%, USP1-UAF1 inh -15.5%, TrxR1 substrate -5.1%, mIDH1 inhibitor 7.1% and D2 antag 0.6.
`Nc1nonc1C(=O)NCCNC(=O)c1cccc(Cl)c1` gave TRHR enhancer -1.7, Pin1 inhibitor 7.0%, D2 ag -0.1, TRHR agonist -0.5, TrxR1 inh 9.6%, USP1-UAF1 inh 2.4%, TrxR1 substrate 2.1%, mIDH1 inhibitor -7.3% and D2 antag 10.0.
